Bioassay records: PubChem, National Center for Advancing Translational Sciences (NCATS)
Fluorescein fluor: compound fluoresces in the fluorescein spectral region; Compound autofluorescence, 480/540 nm, fluorescein-equivalent; stronger effect = higher value; max fluorescein-equivalent concentration, M; actives 0.91% (n = 59,000); AID 593; in the data active means max fluorescein-equivalent concentration above about 10 nM; inconclusive means between about 1.1 nM and that limit
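Library compounds, added at multiple concentrations to pH 8.0 Tris buffer (100 mM), incubate 15 min at room temperature before CCD imaging at 480 nm excitation and 540 nm emission.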
A350 fluor: compound fluoresces in the Alexa 350 spectral region; max dye-equivalent concentration, M; Compound autofluorescence, 340/450 nm, Alexa 350 dye-equivalents; stronger effect = higher value; actives 11% (n = 59,000); in the data active means max dye-equivalent concentration above about 10 nM; inconclusive means mostly about 1.1 nM to 9.6 nM
Hsp90 Hop PPI: changes Hsp90-Hop TPR2A binding signal, up or down. AID 595. Potency, µM (series often up to 57 µM), for the others: top-dose activity change, negative = inhibition. AlphaScreen TPR2A-His6 binding biotin-Hsp90 C-terminal peptide. actives 0.44% (n = 71,000); active means well fitted curve in either direction with a large enough effect; inconclusive means small, poorly fitted or top-dose-only effect, or another doubt; further: potency means the concentration at half of the fitted maximal effect; on the % scale 0 is the no-effect control and ±100 the full control effect; many of its hits are not listed in these tables
HBB splicing: modulators of hemoglobin beta chain splicing; HBB splicing reporter cell assay, activation; EGFP reporter with mutant IVS2-654 intron; response scale: normalised to 500 nM splice-correcting PNA; Potency, µM (series often up to 46.1 µM), inactives show at the highest dose activation, most hits filed as activators; actives 0.06% (n = 65,000); AID 925; further: potency means the concentration at half of the fitted maximal effect; 0% is about no effect
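HeLa cells stably expressing EGFP interrupted by mutant beta-globin intron 2 (IVS2-654), 500/well in 2% FCS. Treated with compound for 2 days at 37C. Splicing correction scored as total well GFP intensity (488 nm excitation, 500-520 nm emission); 500 nM antisense PNA served as control.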
UbGFP stabilizer: proteasome inhibitors stabilizing ubiquitin-GFP reporter; Ubiquitin-GFP reporter cells, proteasome inhibition, GFP fluorescence; response scale: untreated = 0%, 10 µM MG-132 = 100%; Potency, µM (titrated, usually from 45.9 µM), for the others: at the highest dose activation (GFP accumulation), hits mostly activators; 67,000 tested, under 10 active; AID 526; active means well fitted activation curve with a large enough effect, not every such curve was filed as active; inconclusive means small, poorly fitted or top-dose-only effect, or another doubt; inactive means no such curve, though single readings can be large or run the other way; further: potency means the concentration at half of the fitted maximal effect
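U2OS cells expressing ubiquitin(G76V)-GFP, seeded overnight in 0.5% FBS medium, then treated 4 hr at 37 C across 46 uM to 2.9 nM. GFP-positive cells counted by laser cytometry (488 ex/515 em); %activity scaled between basal and 10 uM MG-132.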
Texas Red fluor: compound fluoresces in the Texas Red spectral region | Compound fluorescence, Texas Red channel, 547/618 nm; stronger effect = higher value | max dye-equivalent concentration, M | actives 0.06% (n = 59,000) | AID 587; in the data active means max dye-equivalent concentration above about 10 nM; inconclusive means between about 1.1 nM and that limit
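Compound fluorescence was read after 15 min at room temperature in 100 mM Tris, pH 8.0, using 547 nm excitation and 618 nm emission across a concentration series. It was expressed as Texas Red dye-equivalent concentration from an on-plate standard curve.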
CRE Fsk mod: modulators of forskolin-stimulated CRE signaling in CHO cells; CHO CRE-bla reporter (cAMP response element driving beta-lactamase), forskolin EC10, beta-lactamase ratio; Potency, µM (top dose mostly 38.2 µM), for the others: top-dose activity change, negative = inhibition, hits mostly activators; actives 2.5% (n = 71,000); AID 662; active means well fitted activation curve with a large enough effect in the signal ratio, with a control signal flat, not every such curve was filed as active; inconclusive means small, poorly fitted or top-dose-only effect, or effect the other way, or a change in a side signal; the % refers to the signal ratio; further: potency means the concentration at half of the fitted maximal effect; % of control where 0% means no effect
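Modulation of forskolin signalling: compounds in titration series added with EC10 NKH 477 to CHO cells carrying a CRE-driven beta-lactamase reporter, 3 h, 37C. CCF4 FRET ratio (460/530 nm, ex 405 nm) gives %activity and AC50.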
4MU fluor: compounds fluorescent in 4-MU spectral region. actives 11% (n = 59,000). compound autofluorescence, 340/450 nm, 4-MU equivalents; stronger effect = higher value. max dye-equivalent concentration, M; in the data active means max dye-equivalent concentration above about 10 nM; inconclusive means mostly about 1.1 nM to 9.6 nM
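Intrinsic fluorescence at 340/450 nm (ex/em) was read after 15 min at room temperature in pH 8.0, 100 mM Tris. Each compound concentration expressed as 4-MU-equivalent concentration from a six-point 4-MU standard series on each plate.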
ERK AVP block: inhibitors of vasopressin-stimulated ERK signaling pathway; Potency, µM (titrated, usually from 57.5 µM), for the others: at the highest dose activity, negative = inhibition, usual class: inhibitors; actives 0.99% (n = 72,000); HEK293-V1b, vasopressin-stimulated pERK AlphaScreen; further: potency means the concentration at half of the fitted maximal effect; on the % scale 0 is the no-effect control and ±100 the full control effect; nearly all actives have a fitted effect of over 55% in size
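Phosphorylated ERK1/2 detected via AlphaScreen bead proximity in lysates of V1b-expressing HEK293 cells given 25 nM vasopressin for 5 min after 30 min compound exposure (37 °C). AC50 from Hill equation; basal DMSO 0%, vasopressin 100%.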
GFP derepression: derepresses silenced GFP locus in mouse C127i cells | mouse C127i GFP locus derepression, cytometry, 30 h | Potency, µM (doses to about 46.1 µM), for the others: top-dose GFP derepression (activation) | actives 0.09% (n = 68,000) | AID 597; further: % of control where 0% means no effect
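Read-out is the number of GFP-positive cells, scored as fluorescent objects 20 to 120 um wide, reflecting derepression of a silenced CMV-GFP reporter in murine C127i cells after 30 h compound exposure at 37 C.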
Luciferase inh: inhibitors of firefly luciferase. P08659. purified firefly luciferase, luminescence, 8 min. Potency, µM (titrated, usually from 57.1 µM), inactives show at the highest dose activity change, negative = inhibition, most hits filed as inhibitors. actives 2.2% (n = 72,000). AID 411; further: potency means the concentration at half of the fitted maximal effect; on the % scale 0 is the no-effect control and ±100 the full control effect; nearly all actives have a fitted effect of over 40% in size
Target sequence (P08659 whole entry, looked up): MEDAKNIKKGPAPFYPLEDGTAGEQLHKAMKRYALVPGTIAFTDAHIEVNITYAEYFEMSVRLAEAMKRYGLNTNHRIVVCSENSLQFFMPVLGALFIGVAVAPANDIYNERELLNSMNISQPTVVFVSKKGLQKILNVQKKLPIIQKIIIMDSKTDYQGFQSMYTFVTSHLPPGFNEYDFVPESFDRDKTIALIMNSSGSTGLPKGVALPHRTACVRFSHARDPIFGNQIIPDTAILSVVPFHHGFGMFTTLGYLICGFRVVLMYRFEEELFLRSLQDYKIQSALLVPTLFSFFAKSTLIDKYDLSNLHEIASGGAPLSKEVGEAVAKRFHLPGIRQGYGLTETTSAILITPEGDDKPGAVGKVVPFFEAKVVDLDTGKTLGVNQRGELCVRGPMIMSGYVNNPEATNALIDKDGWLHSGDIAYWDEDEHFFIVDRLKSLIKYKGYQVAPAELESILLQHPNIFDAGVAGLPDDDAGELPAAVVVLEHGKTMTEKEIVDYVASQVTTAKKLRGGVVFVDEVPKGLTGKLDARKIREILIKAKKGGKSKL
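Luminescence read-out after 8 min at room temperature; enzyme reaction used luciferin plus 10 uM ATP (linear range) in imidazole buffer pH 7.2 with KCl, MgCl2, Tween 20 and BSA. Each sample was run as a titration.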
Starred values were filed as active, the others as inactive; i = inactive; ? = inconclusive; · = no result given; [ ] = dose if it differs, or a comment. Unless noted, the call rests on the fitted dose curve; in most records, active means well fitted curve in the direction sought with a large enough effect; inconclusive means small, poorly fitted or top-dose-only effect, or another doubt; inactive means no such curve, though single readings can be large; an effect the other way counts as inactive or inconclusive. The list is partial; rates above refer to the full screens.

[1] O=c1c(-c2ccccc2)nc2cnc(Oc3ccccc3)nc2n1Cc1cccs1
[2] CCOC(=O)c1ccc(N2C(=O)CC(C(=O)OC)=C2C)cc1
[3] CCOc1ccccc1N1CCN(C(=O)Nc2ccc(F)c(Cl)c2)CC1
[4] O=C1OCCN1CCN(CN1C(=O)CCC1=O)CN1C(=O)CCC1=O
[5] CC(=O)Nc1cccc(NC(=O)CSc2nc(C)c(C)c(C)c2C#N)c1
[6] Cc1onc(-c2ccccc2)c1C(=O)Nc1cccc(C#N)c1
[7] Cc1onc(-c2ccccc2Cl)c1C(=O)Nc1ccc(S(=O)(=O)NCC2CCCO2)cc1 (stereo unspecified)
[8] N#Cc1cccc(NC(=O)N2CC[C@@]3(CCCN(C(=O)c4cccc(F)c4)C3)C2)c1

Compound,1,2,3,4,5,6,7,8
Fluorescein fluor,i,?,?,?,?,·,i,?
A350 fluor,i,i,i,i,i,·,i,i
Hsp90 Hop PPI,2%,-10%,-1%,-5%,·,-3%,1%,-1%
HBB splicing,-0.9%,1.9%,-1.1%,6.8%,·,-0.5%,0.4%,6.9%
UbGFP stabilizer,4%,7%,-1%,16%,·,16%,3%,7%
Texas Red fluor,i,?,i,i,i,·,i,i
CRE Fsk mod,8%,-5%,-7%,-10%,·,11%,-11%,-1%
4MU fluor,i,i,i,i,i,·,i,i
ERK AVP block,9%,4%,-13%,14%,·,2%,-9%,?
GFP derepression,-3%[9.22 µM],-2%,2%,0%,-5%[20.6 µM],2%,-3%,-2%[9.22 µM]
Luciferase inh,0%[11.4 µM],2%,1%,2%,-1%[25.5 µM],1%,0%,-5%[11.4 µM]

Laid out differently: entries from further up
#	structure	Fluorescein fluor	A350 fluor	Hsp90 Hop PPI	HBB splicing	UbGFP stabilizer	Texas Red fluor	CRE Fsk mod	4MU fluor	ERK AVP block	GFP derepression	Luciferase inh
7	Cc1onc(-c2ccccc2Cl)c1C(=O)Nc1ccc(S(=O)(=O)NCC2CCCO2)cc1 (stereo unspecified)	i	i	1%	0.4%	3%	i	-11%	i	-9%	-3%	0%
1	O=c1c(-c2ccccc2)nc2cnc(Oc3ccccc3)nc2n1Cc1cccs1	i	i	2%	-0.9%	4%	i	8%	i	9%	-3%[9.22 µM]	0%[11.4 µM]

Going on with the list.
[9] CN(CC(=O)N1CC(=O)N(CCc2ccccc2)C(=O)C1)S(=O)(=O)c1cccc2nsnc12
[10] COc1cc(NC(=O)c2cc3c(=O)n(C)c4ccccc4c3n2C)cc(OC)c1OC
[11] CCC(C)(C(=O)NC1CCCC1)N(C(=O)CNC(C)=O)c1ccc(C)cc1 (stereo unspecified)
[12] O=C(CC1SCCNC1=O)Nc1cccc(C(F)(F)F)c1 (stereo unspecified)
[13] CCOc1ccc(NC(=O)CSc2nnc(C)n2CCCOC)cc1
[14] Cc1nc2c(C(=O)N3CCCCC3)cnn2c(C)c1Cc1ccccc1F
[15] Cc1cc2nn(-c3ccccc3)nc2cc1NC(=O)c1cccs1
[16] CC1CCCCN1C(=O)Cn1nnc(-c2cccnc2)n1 (stereo unspecified)

Compound,9,10,11,12,13,14,15,16
Fluorescein fluor,?,·,i,i,i,?,?,?
A350 fluor,i,·,i,?,i,2e-08M*,2.3e-08M*,i
Hsp90 Hop PPI,-3%,-3%[2.3 µM],-9%,-4%,1%,-4%,3%,-4%
HBB splicing,-0.7%,0.6%,-0.8%,-0.2%[57.5 µM],·,5.2%,·,·
UbGFP stabilizer,9%,-3%,-6%,-2%,-1%,-3%,-2%,-5%
Texas Red fluor,i,·,i,i,i,?,i,i
CRE Fsk mod,-4%,17%,-14%,-1%,0%,17%,?,-1%
4MU fluor,i,·,i,i,i,2e-08M*,2.7e-08M*,i
ERK AVP block,20%,-12%,35%[activator],3%,13%,2%,-5%,4%
GFP derepression,-4%,·,2%,0%,-2%,-3%,-1%,-3%
Luciferase inh,2%,4%,-1%,-4%,-1%,-27%,16µM*,0%

[17] Oc1cccc(C(=S)N2CCN(Cc3ccccc3)CC2)c1
[18] c1ccc(Cn2nnnc2C(c2cccnc2)N2CCN(C3CCCCC3)CC2)cc1 (stereo unspecified)
[19] CSC1=NCCN1C(=O)c1ccc(S(=O)(=O)N2CCCC2)cc1
[20] CC1=C(SCCC#N)S/C(=C2\SC(C)=C(SCCC#N)S2)S1
[21] CC(=O)N1CCc2cc(S(=O)(=O)CCC(=O)NCc3ccc4c(c3)OCO4)ccc21
[22] Cc1noc(C)c1-c1nccc(N(C)Cc2ccco2)n1
[23] Cc1c(N(C(=O)c2cc(=O)[nH]c3ccccc23)C(C)C)c(=O)n(-c2ccccc2)n1C
[24] COc1ccccc1CN(C)C(=O)C1COc2ccccc2O1 (stereo unspecified)

Compound,17,18,19,20,21,22,23,24
Fluorescein fluor,i,i,·,i,i,i,?,i
A350 fluor,i,i,·,i,i,i,?,?
Hsp90 Hop PPI,-4%,2%,0%,-28%,0%,-11%,-7%,2%
HBB splicing,?,·,0.7%,·,1.6%,-0.5%,-1.4%,-2.1%
UbGFP stabilizer,-3%,-1%,4%,-9%,1%,-9%,-1%,-3%
Texas Red fluor,i,i,·,i,?,i,i,?
CRE Fsk mod,11%,-14%,9%,13%,-9%,17%,3%,-10%
4MU fluor,i,i,·,i,i,i,i,i
ERK AVP block,-7%,29%,-20%,-3%,14%,?,11%,10%
GFP derepression,3%,1%,-3%,0%,-2%,-6%[9.22 µM],3%,-2%
Luciferase inh,0%,2%,-1%,-1%,0%,1%[2.29 µM],2%,-38%

[25] CN(C)C(=O)N1CCC(C(=O)NCc2ccccc2)CC1
[26] CC(=O)c1ccc(NC(=O)CSc2nnc(NC(=O)CN3CCOCC3)s2)cc1
[27] CCOC(=O)c1c(C)n(C)c2c(C)cc(O)c(OC(=O)CC)c12
[28] CCCc1[nH]nc2c1C(c1cn[nH]c1-c1ccc(F)cc1)C(C#N)=C(N)O2 (stereo unspecified)
[29] COc1ccc(C2c3c(oc4ccc(F)cc4c3=O)C(=O)N2CCN2CCOCC2)cc1OC (stereo unspecified)
[30] CC(=O)N1c2ccc(S(=O)(=O)CCC(=O)O)cc2CC1C (stereo unspecified)
[31] CCOc1ccc(N2CC(C(=O)Nc3cccc(C)c3C)CC2=O)cc1 (stereo unspecified)
[32] O=C(O)c1ccc(F)c(S(=O)(=O)Nc2ccccc2)c1

Compound,25,26,27,28,29,30,31,32
Fluorescein fluor,i,i,·,i,·,i,i,·
A350 fluor,i,i,·,i,·,i,i,·
Hsp90 Hop PPI,1%,-2%,-1%,-15%,-2%,-16%,0%,0%
HBB splicing,0.2%[57.5 µM],-0.2%,6.4%,-1.8%,0.4%,0.5%,-0.1%,0.9%
UbGFP stabilizer,4%,-2%,-14%,-10%,12%,0%,6%,10%
Texas Red fluor,i,i,·,i,·,i,i,·
CRE Fsk mod,18%,-5%,12%,?,8%,?,-11%,-2%
4MU fluor,i,i,·,i,·,i,i,·
ERK AVP block,-6%,26%,-24%,?,·,-12%,-16%,-18%
GFP derepression,0%,0%,8%,0%,·,1%,0%,5%
Luciferase inh,2%,-2%,2%,2%,-2%,2%,2%,0%

[33] COc1cccc(OCc2nnc(SCC(=O)NCc3ccco3)n2CCc2ccccc2)c1
[34] COC(=O)CSC1=C(C#N)C(c2ccccc2OC)C(C(=O)OC)C(=O)N1 (stereo unspecified)
[35] Cc1c(C(=O)N2CCCCC2)sc(NC(=O)C(C)C)c1C#N
[36] CNC(=O)C1C2C=CC3(O2)C1C(=O)N(C1CC1)C3C(=O)NCc1ccc(OC)cc1 (stereo unspecified)
[37] COc1ccc(CCNC(=O)C2CCCN(S(C)(=O)=O)C2)cc1OC (stereo unspecified)
[38] Cc1cccc(C)c1OC[C@H](C)N

Compound,33,34,35,36,37,38
Fluorescein fluor,i,·,i,?,i,i
A350 fluor,i,·,i,i,i,i
Hsp90 Hop PPI,-10%,-11%[11 µM],-2%,-2%,0%,0%[26 µM]
HBB splicing,·,0.9%[0.0738 µM],·,·,-1.4%,0.5%[20.6 µM]
UbGFP stabilizer,-1%,-5%[9.17 µM],6%,-2%,0%,-7%[20.5 µM]
Texas Red fluor,i,·,i,i,?,?
CRE Fsk mod,-12%,?,6%,-1%,-12%,-9%[17.1 µM]
4MU fluor,i,·,i,i,i,i
ERK AVP block,0%,-9%,-13%,12%,-2%,10%[25.7 µM]
GFP derepression,1%,0%,-2%,3%,0%,12%[20.6 µM]
Luciferase inh,-2%,-2%,6%,-5%,-3%,0%[25.5 µM]
